CRFBP-R2 agonist: agonists of CRF-BP/CRF-R2 complex, primary screen, cell-based, HEK293, calcium dye fluorescence, uHTS; CRF-binding protein / CRF receptor 2 complex (human); calcium dye fluorescence (FLIPR); percent of saturating CRF peptide response; activation, % at 13.2 µM; 350,000 compounds, 0.46% hits; AID 588473, 2011;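 active = activation of at least 50%, plus an integration ratio under a set limit after plate pattern correction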;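 also: plate controls were neutral control wells without compound for no effect and CRF at EC100 for full effect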
CRFR2-BP antag: antagonists of CRF-BP/CRF-R2 complex, primary screen, cell-based, HEK293, calcium dye fluorescence, uHTS; inhibition, % at 11.8 µM; 350,000 compounds, 0.59% hits; CRF-induced calcium fluorescence; AID 588475, 2011;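 active = inhibition of the ligand-induced calcium signal above about 50% at the single tested concentration, limit read from the data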
M5 antag: human M5 muscarinic receptor antagonists, primary screen, CHO cells, Fluo-8 calcium fluorescence. CHO-hM5 cells, ACh EC80. Muscarinic acetylcholine receptor M5 (Homo sapiens), P08912. inhibition, % at 3 µM. 360,000 compounds, 0.59% hits;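 active = inhibition above a per-plate cutoff, the mean of that plate's test compounds plus 3 SD, cut at about 27% in these data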;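 also: 0% = acetylcholine EC80 with DMSO and 100% = DMSO without agonist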
Target sequence (P08912 whole entry, looked up): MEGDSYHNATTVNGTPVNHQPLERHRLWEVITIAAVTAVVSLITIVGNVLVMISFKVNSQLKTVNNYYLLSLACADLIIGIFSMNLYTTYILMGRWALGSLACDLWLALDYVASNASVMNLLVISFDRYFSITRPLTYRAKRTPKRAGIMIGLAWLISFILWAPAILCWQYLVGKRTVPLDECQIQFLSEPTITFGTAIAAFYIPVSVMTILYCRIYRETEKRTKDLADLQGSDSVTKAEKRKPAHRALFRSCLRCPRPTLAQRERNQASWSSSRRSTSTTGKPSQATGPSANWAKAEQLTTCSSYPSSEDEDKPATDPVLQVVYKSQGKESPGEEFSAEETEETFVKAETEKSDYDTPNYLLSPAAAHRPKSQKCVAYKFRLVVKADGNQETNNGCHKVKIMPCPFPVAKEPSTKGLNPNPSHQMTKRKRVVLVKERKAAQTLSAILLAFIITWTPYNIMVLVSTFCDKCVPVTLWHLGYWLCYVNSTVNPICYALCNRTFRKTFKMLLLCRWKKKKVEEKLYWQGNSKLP
TAAR1 agonist: human TAAR1 agonists, primary screen, Fluo-8 calcium fluorescence, CHO RD-HGA16 cells; Trace amine-associated receptor 1 (Homo sapiens), Q96RJ0; vehicle wells 0%, saturating PEA agonist 100%; activation, % at 3 µM; 360,000 compounds, 0.99% hits; AID 624467, 2012;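 active = activation above the mean activation of all test compounds in the run plus 3 SD, cut at about 38% in these data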
Target sequence (Q96RJ0 whole entry, looked up): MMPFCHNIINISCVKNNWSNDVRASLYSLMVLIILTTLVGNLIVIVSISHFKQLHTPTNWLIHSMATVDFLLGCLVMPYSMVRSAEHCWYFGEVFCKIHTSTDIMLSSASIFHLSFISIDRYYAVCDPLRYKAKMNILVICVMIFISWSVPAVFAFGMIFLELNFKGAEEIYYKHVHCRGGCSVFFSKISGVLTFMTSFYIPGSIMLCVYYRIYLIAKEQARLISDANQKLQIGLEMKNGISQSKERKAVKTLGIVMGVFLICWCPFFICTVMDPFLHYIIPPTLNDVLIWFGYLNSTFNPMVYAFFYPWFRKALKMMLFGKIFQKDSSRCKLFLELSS
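Repeats: no replicates (n 1) | Material: CHO-derived RD-HGA16 cells with stable Gα16 and human TAAR1 | Technique: Kinetic Fluo-8 calcium fluorescence | Schedule: 17-24 h seeding, 75 min 37 °C dye, 30 min RT | Evaluation: % activation from peak over basal fluorescence ratio, DMSO-to-PEA scaled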
TAAR1 antag: human TAAR1 antagonists, primary screen, Fluo-8 calcium fluorescence, CHO RD-HGA16 cells | Trace amine-associated receptor 1 (Homo sapiens), Q96RJ0 | antagonist | inhibition, % at 3 µM | 360,000 compounds, 1.5% hits;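 active = inhibition above a per-plate cutoff, the mean inhibition of test compounds on that plate plus 3 SD, cut at about 49% in these data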;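 also: 0% = DMSO plus EC80 beta-PEA response and 100% = DMSO alone without agonist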
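Material: CHO RD-HGA16 cells bearing hTAAR1; compound dosing: one-point dosing, 3 µM nominal final; schedule: dye loading 75 min at 37 °C, then 30 min room temperature; measured by: calcium fluorescence with Fluo-8; control set: vehicle and agonist controls; replication: n of 1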
CHRM5 agonist: human M5 muscarinic receptor agonists, primary screen, CHO-K1 cells, Fluo-8 calcium fluorescence; Muscarinic acetylcholine receptor M5 (Homo sapiens), P08912; CHO-K1 hM5 cells; 0% DMSO wells, 100% maximal acetylcholine response; activation, % at 3 µM; 360,000 compounds, 0.19% hits;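 active = activation above the run's mean over test compounds plus 3 SD, cut at about 23% in these data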;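 also: signal is peak over basal fluorescence ratio across the kinetic read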
CHRM5 PAM: human M5 muscarinic receptor positive allosteric modulators, primary screen, CHO-K1 cells, Fluo-8 calcium fluorescence. 360,000 compounds, 0.3% hits. CHO-K1 hM5, ACh EC20 PAM; 0% = ACh EC20, 100% = ACh EC100. activation, % at 3 µM;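 active = activation above the run cutoff, the mean activation of all test compounds plus 3 SD, cut at about 18% in these data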
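Assay system – human M5 receptor in CHO-K1 cells · Read-out – % activation, ACh-normalized · Technique – Fluo-8 calcium fluorescence · Dosing – single-point, 3 µM nominal · Incubation – Fluo-8 loading 80 min at 37 °C plus 30 min room temperature · Repeats – singlicate, one well per test compound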
M4 PAM: human M4 muscarinic receptor positive allosteric modulators, primary screen, CHO-K1 cells, Fluo-8 calcium fluorescence | 360,000 compounds, 0.4% hits | CHO-K1 hM4/Gqi5, ACh EC20; 0% = ACh EC20, 100% = maximal ACh | activation, % at 3 µM | Muscarinic acetylcholine receptor M4 (Homo sapiens), P08173;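 active = activation above its plate's cutoff, the mean activation of sample wells plus 3 SD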; also: some results filed as inactive read as strong as hits
CHO-K1 Ca PAM: nonselective calcium activators in parental CHO-K1 cells, primary screen, counter-screen for M1 PAM project, cell-based, Fluo-8 calcium fluorescence, full deck, 1536-well; 360,000 compounds, 0.02% hits; ATP EC20; 0% at ATP EC20, 100% at ATP max; activation, % at 3 µM;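 active = activation above the run cutoff, the mean activation of all test compounds plus 3 SD, cut at about 40% in these data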;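 also: peak over basal fluorescence ratio in a 140 s read after ATP addition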
An asterisk follows results filed as active; x = no result given. An excerpt; the hit share may differ from the screen's.

SMILES | CRFBP-R2 agonist | CRFR2-BP antag | M5 antag | TAAR1 agonist | TAAR1 antag | CHRM5 agonist | CHRM5 PAM | M4 PAM | CHO-K1 Ca PAM
N=C1c2ccccc2CN1NC(=O)c1ccco1 | 3.6 | -3 | -1 | 4 | -10 | 2 | 5 | 1 | 25
C=CCn1c(O)c(C(C)=NCCN2CCCCC2)c(=O)[nH]c1=O | 1.5 | 14 | -3 | 7 | 1 | -2 | 0 | -5 | 16
COc1ccc(CCN(C)Cc2ccncc2)cc1OC | -0.6 | 8 | 6 | x | x | -2 | -4 | 4 | 11
CCC1(CC)COP(=O)(OCC(Cl)CCl)OC1 (configuration not stated) | -1.2 | 11 | 12 | -1 | -4 | 0 | 1 | 1 | 5
Cc1ccc2c(c1)CC1(CN2C)C(=O)NC(=O)N(C(C)C)C1=O (configuration not stated) | -0.6 | 3 | -8 | 13 | 5 | -2 | 12 | 12 | 14
COc1ccc(NC(=O)N2C[C@@H]3C[C@@H](C2)c2cccc(=O)n2C3)c(OC)c1 | -0.7 | 7 | 5 | 1 | 13 | 0 | 0 | 4 | 21
C[C@]12CCC(=O)C[C@@H]1CC[C@@H]1[C@@H]2CC[C@]2(C)[C@@H](O)CC[C@@H]12 | -0.4 | -3 | 3 | 2 | 13 | 3 | -5 | 3 | 11
CN=C1CN(O)C(c2ccccc2)=c2cc(Cl)ccc2=N1 | -0.4 | -1 | -3 | 4 | -20 | 0 | -2 | -7 | -5
CN(Cc1ccccc1)C1CCCN(C(=O)COc2ccccc2Cl)C1 (configuration not stated) | -0.3 | 2 | -6 | 0 | -35 | -7 | 1 | -7 | 9
CC1(C)C2SCC(=O)N2CCN1CC(=O)NN (configuration not stated) | 2.5 | 6 | 12 | 3 | -18 | 0 | -4 | 6 | 20
CN1CCN(C(=O)COc2ccc3ccccc3c2Br)CC1 | 4.1 | -22 | -1 | 6 | -14 | -2 | -1 | 3 | 9
CCOc1ccc(N2C(=O)/C(=C/c3ccco3)C(=O)NC2=S)cc1 | -1.9 | 9 | -4 | x | x | 1 | 1 | 1 | -14
Cc1oc(-c2ccccc2)nc1CN1C(=O)CN=C(c2ccccc2)c2ccccc21 | 2.7 | -9 | 0 | -1 | -12 | 2 | -5 | -11 | 5
COc1ccccc1N1CCN(Cc2ccc(Br)s2)CC1 | -2.0 | -26 | 0 | 9 | -8 | -5 | -5 | -4 | -5
COc1ccc(C=C2C(=O)NC(=S)NC2=O)cc1OC | -0.3 | -8 | 13 | 1 | -7 | 0 | -3 | 0 | 20
CN1CCCCC1Cc1ccccc1 (configuration not stated) | x | x | 0 | x | x | -3 | -1 | 0 | -4
O=C1NC(=O)N(c2ccccc2)C(=O)/C1=C/c1coc2ccc(O)cc2c1=O | 2.8 | -2 | 11 | -1 | -3 | 0 | 0 | 9 | 13
O=C(CCCC1=NS(=O)(=O)c2ccccc2N1)N1CCC2(CC1)OCCO2 | 2.0 | -2 | 0 | 8 | 2 | 0 | -2 | 5 | 15
COc1ccc(OC)c(CN2CCN(C(=O)COc3cccc(C)c3)CC2)c1 | -0.8 | 2 | 1 | 3 | 2 | -4 | -2 | 8 | 19
CC(=O)Nc1ccc(CC(=O)N2CCN(Cc3ccccc3)CC2)cc1 | 2.2 | -14 | 6 | 2 | -8 | -2 | -4 | 0 | -12
N#CC12CC(=O)N1Cc1cnnn1-c1ccccc12 (configuration not stated) | x | x | 5 | 5 | 0 | 2 | -2 | 18 | 16
C(=NN1CCCCCC1)c1c[nH]c2ccccc12 | -1.6 | -8 | 10 | 1 | 6 | -3 | 5 | -2 | 6
O=C1C2CCCN2C(c2cccnc2)N1c1ccc(Cl)cc1 (configuration not stated) | 1.0 | -14 | -7 | -1 | -2 | -2 | 3 | 30* | 7
Cc1ccc(N2C(=O)NC(=O)/C(=C\c3ccoc3)C2=O)cc1 | 54* | -76 | 20 | 11 | 11 | 7 | -10 | 1 | 7
CC(C)=CCC12CN3CCN(CC(C3)C1=O)C2 | 0.2 | -2 | -4 | 4 | 0 | -9 | -1 | 7 | 20
C=C1N2CCC(CC2)C1(O)c1ccc(C)c(C)c1 (configuration not stated) | -0.7 | -13 | 33* | 13 | -20 | -13 | -55 | -7 | -17
CCCCn1c(=O)c(C(=O)Nc2ccccc2C)c(O)c2ccccc21 | 6.0 | -8 | -2 | x | x | 1 | 3 | 4 | 21
CC(=O)c1ccc(OCC(=O)N2CCCC(N3CCN(c4ccccc4C)CC3)C2)cc1 (configuration not stated) | 0.2 | -12 | -1 | 2 | -1 | -2 | -2 | -8 | 9
Fc1cccc(CCNCc2ccccn2)c1 | 0.6 | -25 | 0 | 19 | -1 | -5 | -7 | -6 | 6
O=C(O)c1ccc(NC(=O)N2C[C@H]3C[C@@H](C2)c2cccc(=O)n2C3)cc1 | -0.7 | 8 | 6 | 0 | 0 | 1 | -4 | 6 | 1
COC(=O)[C@@H]1N=C(c2ccc(OC)cc2)O[C@]12C(=O)N(C)c1ccc(Cl)cc12 | x | x | -13 | 11 | 9 | 7 | -5 | 14 | -6
COC(=O)C1=C(c2cccc(OCc3ccccc3)c2)C[C@@H]2CC[C@H]1N2C(=O)NCc1cccc(OC)c1 | 11 | 14 | 16 | 15 | 18 | -2 | -6 | -1 | 24
Cc1ccc2occ(CN3CC4CC(C3)c3cccc(=O)n3C4)c(=O)c2c1 (configuration not stated) | 1.4 | 2 | -7 | 13 | -27 | 1 | -1 | 0 | 12
COC(=O)C1=C(c2cccc(OC)c2OC)C[C@@H]2CC[C@H]1N2C(=O)N1CCC(C)CC1 | -0.4 | 1 | 16 | 4 | -7 | 3 | 1 | 5 | 14
COc1cccc(OC)c1C(=O)Nc1nc(N)n(-c2ccccc2)n1 | 0.4 | 19 | -2 | 2 | 4 | 2 | 2 | 7 | -1
CN(C)CC1CCCCC1=O (configuration not stated) | -1.6 | -2 | 17 | 2 | -21 | -5 | -6 | -6 | 18
CC(C)(C)n1nnnc1C(C1CC1)N1CCC2(CC1)C(=O)NCN2c1ccccc1 (configuration not stated) | x | x | 1 | 0 | 10 | 3 | 3 | 0 | 16
O=P(N1CCCCCC1)(N1CCCCCC1)N1CC1 | 3.5 | 8 | 2 | 0 | -1 | 5 | 9 | 1 | 2
COc1ccccc1-n1c(O)c(/C=N/NC(=S)Nc2ccccc2)c(=O)[nH]c1=S | 0.6 | -3 | -3 | 0 | 22 | 4 | 4 | 3 | -9
CC(C)OP(=O)(Oc1ccc(C(O)C(Cl)(Cl)Cl)cc1)OC(C)C (configuration not stated) | 1.9 | -6 | 13 | 5 | -11 | 1 | -2 | -4 | 3

Part of the list above with just CHRM5 agonist, CHO-K1 Ca PAM and M4 PAM.
canonical_smiles,CHRM5 agonist,CHO-K1 Ca PAM,M4 PAM
COC(=O)[C@@H]1N=C(c2ccc(OC)cc2)O[C@]12C(=O)N(C)c1ccc(Cl)cc12,7,-6,14
COC(=O)C1=C(c2cccc(OCc3ccccc3)c2)C[C@@H]2CC[C@H]1N2C(=O)NCc1cccc(OC)c1,-2,24,-1
Cc1ccc2occ(CN3CC4CC(C3)c3cccc(=O)n3C4)c(=O)c2c1 (configuration not stated),1,12,0
COC(=O)C1=C(c2cccc(OC)c2OC)C[C@@H]2CC[C@H]1N2C(=O)N1CCC(C)CC1,3,14,5

Next structures follow.
SMILES | CRFBP-R2 agonist | CRFR2-BP antag | M5 antag | TAAR1 agonist | TAAR1 antag | CHRM5 agonist | CHRM5 PAM | M4 PAM | CHO-K1 Ca PAM
CC(=O)O[C@]1(C)C(=O)OC/C2=C/CN(C)CCC(OC(=O)[C@@](O)(C(C)O)C[C@H]1C)C2=O (some centres not stated) | 0.4 | 16 | x | 2 | -4 | x | x | x | x
Cc1[nH]n(-c2ccccc2)c(=O)c1C(c1ccc([N+](=O)[O-])cc1)c1c(C)[nH]n(-c2ccccc2)c1=O | 4.9 | 29 | 19 | x | x | 5 | -16 | -8 | 3
COc1ccc2ccc(O)c(CN3CC=C(c4ccccc4)CC3)c2c1 | -0.3 | -26 | -4 | 10 | -1 | -2 | 6 | -6 | -3
CC=C(CC)C1(CC)C(=O)NC(=S)NC1=O | 0.8 | -10 | -4 | 0 | -2 | 1 | -1 | 6 | 18
COC(=O)C1=C(c2ccccc2OCc2ccccc2)C[C@@H]2CC[C@H]1N2C(=O)NCc1ccc(OC)c(OC)c1 | 0.4 | 3 | 9 | 14 | 28 | -1 | -2 | -1 | 4
COC(=O)C1=C(N)Oc2cc(C)oc(=O)c2C12C(=O)Nc1ccccc12 (configuration not stated) | 0.0 | -3 | 8 | 8 | 4 | -8 | 6 | 12 | 22
C(CCc1nn[nH]n1)CCc1nn[nH]n1 | 1.0 | 16 | -9 | 10 | -1 | 2 | 7 | 9 | 14
ClCCN(CCCl)c1ccc(C2=NCCc3ccccc32)cc1 | 3.2 | -21 | 5 | 15 | 6 | -6 | 0 | -7 | 4
CCCN1C2CCCC1CC(NC(C)=O)C2 (configuration not stated) | -0.7 | 3 | -4 | 2 | 6 | -11 | -2 | 11 | 11
COP(=S)(OC)c1c(C)nn(CCC#N)c1NC(=O)c1ccc(Cl)cc1 | 0.1 | -2 | 7 | 2 | -20 | -1 | -6 | -6 | -2
Fc1ccc(CNCCc2ccccc2)cc1 | 1.7 | 15 | 14 | 49* | -21 | -1 | 2 | 1 | -14
C=CC(=O)OCCO | 0.0 | 3 | 6 | 2 | -10 | 3 | -3 | 2 | 2
O=Cc1cn(Cc2c(F)cccc2Cl)c2ccccc12 | -1.1 | -2 | 8 | 1 | -5 | -6 | -9 | -25 | 20
COc1ccc(C2=NCC(=S)Nc3ccc(Cl)cc32)cc1Cl | 0.7 | 4 | 2 | 2 | 6 | -2 | 1 | -2 | 13
C[n+]1ccc(-c2ccncc2)cc1 | -1.0 | -8 | 10 | 9 | 3 | 0 | -4 | 5 | 8
CCOP(=S)(OCC)Oc1cc(C)nc(C(C)C)n1 | 0.3 | 5 | -1 | -1 | -1 | 1 | -3 | -2 | 15
COc1ccc(-n2c(O)c(C=NCCN3CCN(C(C)=O)CC3)c(=O)[nH]c2=S)cc1 | -0.1 | -6 | -2 | 0 | -2 | -1 | -4 | -1 | -13
CCN(CC)CCCN=Cc1c(O)n(Cc2ccc(F)cc2)c(=O)[nH]c1=O | 1.1 | -3 | -2 | 9 | 2 | -2 | 3 | 6 | 15

Source: PubChem BioAssay
